S1P3 antagonist: S1P3 receptor antagonists, primary screen, cell-based. CHO S1P3 NFAT-BLA reporter, FRET fluorescence, antagonist mode. Sphingosine 1-phosphate receptor 3 (Homo sapiens), Q99500. inhibition, % at 4.98 µM. actives 0.27% (n = 170,000). AID 485, 2006;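 active = inhibition above the plate cutoff, the mean inhibition of test wells on that plate plus 3 SD, cut at about 28% in these data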;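 note: cells challenged with S1P at its EC80 of 0.8 µM; blue over green emission ratio from cleaved BLA substrate after 4 h stimulation; 0% = S1P-stimulated wells and 100% = unstimulated DMSO-only wells; some compounds past the cut are filed as inactive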
HMGR II inh: inhibitors of E. faecalis class II HMGR, primary screen, biochemical, Enterococcus faecalis; HMG-CoA reductase (Enterococcus faecalis, mvaE); actives 0.41% (n = 190,000); purified E. faecalis HMGR, NADPH absorbance 340 nm kinetic; inhibition, % at 10 µM;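 active = inhibition above a set limit, the median over all tested compounds plus 3 SD, cut at about 9.5% in these data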;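 note: enzyme runs in reverse so mevalonate oxidation gives rising NADPH absorbance; 0% = complete reaction with DMSO and 100% = background rate lacking mevalonate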
TR-FRET SRC-2 ct: TR-FRET signal artefacts, primary screen, artefact control for PPARgamma SRC-2 agonist project, biochemical; AID 1049, 2008; actives 0.4% (n = 200,000); TR-FRET artefact counter-screen; stronger effect = higher value; TR-FRET ratio at 8 µM; in the data active = TR-FRET ratio above about 2000; note: inactives centre near 1500
PPARg SRC-3 ag: PPARgamma agonists recruiting SRC-3 coactivator, primary screen, biochemical; AID 731, 2007; biochemical PPARgamma/SRC-3 coactivator recruitment assay; activation, % at 8 µM; actives 0.26% (n = 200,000); in the data active = activation above about 23%;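 note: 0% = DMSO and 100% = reference agonist; some compounds past the cut are filed as inactive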
Target sequence (P37231 whole entry, looked up): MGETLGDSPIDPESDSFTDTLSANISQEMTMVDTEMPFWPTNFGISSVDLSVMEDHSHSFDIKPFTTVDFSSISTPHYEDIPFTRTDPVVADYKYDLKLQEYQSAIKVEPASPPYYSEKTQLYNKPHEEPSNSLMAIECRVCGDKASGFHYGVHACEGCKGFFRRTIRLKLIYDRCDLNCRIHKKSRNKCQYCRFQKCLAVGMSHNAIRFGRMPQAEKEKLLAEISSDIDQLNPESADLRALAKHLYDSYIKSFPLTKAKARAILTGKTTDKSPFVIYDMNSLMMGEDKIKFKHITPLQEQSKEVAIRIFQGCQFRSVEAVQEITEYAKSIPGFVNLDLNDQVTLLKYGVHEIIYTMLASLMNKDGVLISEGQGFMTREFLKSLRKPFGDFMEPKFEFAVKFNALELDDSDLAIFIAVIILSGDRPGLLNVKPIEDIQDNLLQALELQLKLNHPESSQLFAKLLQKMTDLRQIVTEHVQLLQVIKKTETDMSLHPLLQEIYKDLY
PPARg SRC1 recr: PPARgamma agonists recruiting SRC-1 coactivator, primary screen, biochemical. PPARgamma-SRC-1 coactivator recruitment biochemical assay. activation, % at 8 µM. actives 0.41% (n = 200,000). Peroxisome proliferator-activated receptor gamma (Homo sapiens), P37231; in the data active = activation above about 19%;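 note: 0% = DMSO and 100% = reference agonist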
Redox H2O2 prof: compounds producing H2O2 with reducing agent – biochemical, NIH compound library profiling, artefact control for MLSCN library redox annotation, primary screen; DTT-dependent redox cycling H2O2, phenol red/HRP absorbance; 100% = 100 µM peroxide control, 0% = buffer; activation, % at 10 µM; actives 0.03% (n = 200,000);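 active = activation of at least 50% relative to the plate's high and low controls in the primary single-dose screen; inactive = activation below 50%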;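 note: compound incubated with DTT at 0.8 mM final as the reducing agent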
PPARg SRC-2 ag: agonists of PPARg-SRC-2 recruitment, primary screen, biochemical, HTS; Peroxisome proliferator-activated receptor gamma (Homo sapiens), P37231; PPARgamma LBD-SRC-2 recruitment; activation, % at 8 µM; actives 0.34% (n = 200,000); in the data active = activation above about 22%;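 note: 0% = vehicle and 100% = reference agonist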
RAM inhibit: inhibitors of the yeast RAM network, primary screen, dse1pr::URA3 reporter, 5-FOA selection; S. cerevisiae dse1pr::URA3 reporter, 5-FOA growth OD615, 2 d; analog-sensitive cbk1-as2 kinase mutant strain; inhibition, % at 50 µM; actives 1.8% (n = 190,000);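 active = inhibition above a set limit, 3 SD over mean compound inhibition, cut at about 8.4% in these data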;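 note: 0% = DMSO-only wells with no growth and 100% = 10 µM 1-NA-PP1 full growth; inhibition rescues growth on 5-FOA so higher OD means more RAM inhibition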
bIAP inhibitor: bovine intestinal alkaline phosphatase inhibitors, primary screen, selectivity assay for TNAP inhibitor project, biochemical, bovine IAP, CDP-star luminescence | alkaline phosphatase, intestinal [Bos taurus] | purified bovine IAP, 30 min | inhibition, % at 20 µM | 190,000 tested, under 10 active;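 active = over 50% inhibition of intestinal alkaline phosphatase at 20 µM in the single-dose screen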
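Assay system – bovine IAP enzyme · Quantity – bovine IAP at 1/65,000,000 final dilution · Detection – CDP-star luminescence signal · Times – 30 min reaction at room temperature · Also added – CDP-star substrate at 30 µM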
Lmaj promast: Leishmania major promastigote growth inhibition, primary screen | AID 1063, 2008 | actives 9% (n = 200,000) | inhibition, % at 10 µM | Leishmania major promastigotes, resazurin fluorescence viability; in the data active = inhibition above about 50%;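 note: promastigotes grown with compound for 44 hours at 28 °C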
ROMK primary: ROMK potassium channel modulators, primary screen, cell-based, thallium flux, MLSMR library; actives 2% (n = 130,000); B-score at 10 µM; Tet-inducible ROMK, thallium flux fluorescence; actives lie on both sides;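 active = signal ratio slope over the read window, or its plate-corrected B-score, at least 3 SD from the plate mean, either direction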;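 note: B-score of the F/F0 ratio slope over 7 to 12 s after thallium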
Target sequence (P48048 whole entry, looked up): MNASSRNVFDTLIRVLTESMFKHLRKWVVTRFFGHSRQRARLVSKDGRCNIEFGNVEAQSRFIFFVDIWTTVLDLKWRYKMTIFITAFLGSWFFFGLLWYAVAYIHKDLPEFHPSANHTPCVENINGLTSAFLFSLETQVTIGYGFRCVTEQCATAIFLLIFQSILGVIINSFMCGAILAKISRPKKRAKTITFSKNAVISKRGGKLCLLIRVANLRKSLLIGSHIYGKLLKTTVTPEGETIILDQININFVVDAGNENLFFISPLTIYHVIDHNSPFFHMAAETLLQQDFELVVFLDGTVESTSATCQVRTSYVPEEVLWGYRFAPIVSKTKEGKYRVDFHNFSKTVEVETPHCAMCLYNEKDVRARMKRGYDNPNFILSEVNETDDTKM
* = called active by the depositor; x = not tested or not shown. Rows were taken by chance. Share with any hit: about 13%.

The line under a structure holds: S1P3 antagonist	HMGR II inh	TR-FRET SRC-2 ct	PPARg SRC-3 ag	PPARg SRC1 recr	Redox H2O2 prof	PPARg SRC-2 ag	RAM inhibit	bIAP inhibitor	Lmaj promast	ROMK primary
> COc1ccc(N2C(=O)CC(N3CCN(Cc4ccc5c(c4)OCO5)CC3)C2=O)cc1 (stereo not drawn)
→ 2	0	1631	2	9	0.0	-1	1.5	-2	4	0.72
> COc1ccccc1CN1C[C@@H]2C[C@@H](c3[nH]c4ccc(C)cc4c3C)N3CCC[C@@]23C1=O
→ -4	-5	1639	1	1	0.3	0	1.6	-10	17	-0.25
> O=C(Nc1nnc(Cc2ccccc2)s1)c1ccco1
→ x	-9	1507	13	9	0.5	2	2.1	6	-8	0.14
> CCC(CC)c1nnc(NS(=O)(=O)Cc2ccccc2)s1
→ -3	1	1421	0	-1	0.9	4	1.9	0	-4	1.6
> COc1ccc(C)c2sc(N(CCCN(C)C)C(=O)c3ccc(S(=O)(=O)N(C)C)cc3)nc12
→ -4	-3	1717	3	6	-0.8	5	1.4	19	74*	0.031
> Cc1cc(Nc2ccccc2N2CCOCC2)n2ncnc2n1
→ -16	-1	1509	3	5	1.1	8	6.0	-18	2	x
> Cc1ccc2c(CC(=O)OC(C)C(=O)NCc3ccc4c(c3)OCO4)coc2c1 (stereo not drawn)
→ -16	-6	1629	-3	9	-0.7	8	1.5	6	0	x
> O=C(CCCSc1nc2ccccc2[nH]1)Nc1nnc(C2CC2)s1
→ -6	-1	1513	-4	0	1.2	-9	1.9	-9	-1	-0.37
> COc1ccc(C2c3[nH]c4ccccc4c3CCN2C(=O)c2ccc(=O)n(C)n2)c(F)c1 (stereo not drawn)
→ -5	1	1521	3	1	-1.1	5	0.5	2	30	0.28
> Cc1cc(C(C)(C)C)oc1C(=O)N1CCN(C(=O)c2oc(C(C)(C)C)cc2C)CC1
→ 8	-5	1667	6	1	-0.1	2	4.9	-3	-1	x
> O=[N+]([O-])c1ccc(CN2CCN(Cc3c[nH]c4ccccc34)CC2)cc1
→ 23	2	1416	-1	1	-1.0	-3	0.9	-2	83*	-0.99
> CCOC(=O)C(=O)NC(C)c1ccccc1 (stereo not drawn)
→ -12	-5	1743	4	4	0.0	13	1.4	-8	-3	-0.34
> CN1CCN(c2nc3c(c(=O)[nH]c(=O)n3C)n2CCCSc2ncccn2)CC1
→ 11	-2	1487	-5	2	-0.9	-4	0.5	4	10	x
> Cc1cc(C)c2nc(-c3ccccn3)cc(C(=O)Nn3cnnc3)c2c1
→ -16	0	1607	3	11	-0.8	6	-0.9	-11	-2	-1.5
> CC(C)Oc1ccc(C(=O)OC(C)C(=O)Nc2nc(-c3cccc([N+](=O)[O-])c3)cs2)cc1 (stereo not drawn)
→ -6	-6	1677	3	10	-0.1	13	4.1	-4	19	0.24
> CC(C)C(c1nnnn1Cc1ccccc1)N1CCC(C(N)=O)CC1 (stereo not drawn)
→ -11	-1	1461	12	3	2.0	-5	-0.6	-5	-6	0.52
> CN(C)CCSc1nc(N)c2c3c(sc2n1)COC(C)(C)C3
→ x	0	1705	1	0	1.1	11	0.3	10	47	x
> Cc1oc2c(C)c(O)ccc2c(=O)c1-c1ccc2ccccc2n1
→ x	-5	1360	-1	2	2.3	-2	2.9	0	-2	x
> Cc1nn(Cc2ccccc2)c(C)c1NC(=O)Cn1nc([N+](=O)[O-])c(Cl)c1C
→ x	-3	1506	8	3	-6.4	5	-0.1	-3	13	-1.1
> CCn1nnnc1SCCSc1nnnn1CC
→ -14	-4	1707	-2	1	1.4	9	-0.3	6	-4	x

7 compounds picked at random from those above:
The line under a structure holds: S1P3 antagonist	HMGR II inh	TR-FRET SRC-2 ct	PPARg SRC-3 ag	PPARg SRC1 recr	Redox H2O2 prof	PPARg SRC-2 ag	RAM inhibit	bIAP inhibitor	Lmaj promast	ROMK primary
> Cc1cc(Nc2ccccc2N2CCOCC2)n2ncnc2n1
→ -16	-1	1509	3	5	1.1	8	6.0	-18	2	x
> CN(C)CCSc1nc(N)c2c3c(sc2n1)COC(C)(C)C3
→ x	0	1705	1	0	1.1	11	0.3	10	47	x
> CN1CCN(c2nc3c(c(=O)[nH]c(=O)n3C)n2CCCSc2ncccn2)CC1
→ 11	-2	1487	-5	2	-0.9	-4	0.5	4	10	x
> CCOC(=O)C(=O)NC(C)c1ccccc1 (stereo not drawn)
→ -12	-5	1743	4	4	0.0	13	1.4	-8	-3	-0.34
> Cc1ccc2c(CC(=O)OC(C)C(=O)NCc3ccc4c(c3)OCO4)coc2c1 (stereo not drawn)
→ -16	-6	1629	-3	9	-0.7	8	1.5	6	0	x
> O=C(Nc1nnc(Cc2ccccc2)s1)c1ccco1
→ x	-9	1507	13	9	0.5	2	2.1	6	-8	0.14
> Cc1cc(C(C)(C)C)oc1C(=O)N1CCN(C(=O)c2oc(C(C)(C)C)cc2C)CC1
→ 8	-5	1667	6	1	-0.1	2	4.9	-3	-1	x

Continued:
The line under a structure holds: S1P3 antagonist	HMGR II inh	TR-FRET SRC-2 ct	PPARg SRC-3 ag	PPARg SRC1 recr	Redox H2O2 prof	PPARg SRC-2 ag	RAM inhibit	bIAP inhibitor	Lmaj promast	ROMK primary
> COc1ccccc1CNC(=O)CSc1nc2nc(C)cc(C)n2n1
→ x	2	1552	1	2	1.8	1	1.7	8	-7	-0.027
> CCCCOC(=O)Nc1nnc(Cc2ccc(Cl)cc2)s1
→ 2	3	1562	0	12	-1.0	7	3.5	7	-9	-0.22
> CC(OC(=O)c1cccs1)C(=O)NCc1cccs1 (stereo not drawn)
→ -10	-1	1300	-5	-4	2.5	-2	0.1	3	-5	x
> O=C(CN1CCN(S(=O)(=O)c2ccc(Br)cc2)CC1)Nc1ccc(F)cc1
→ 21	-2	1709	11	5	-0.9	5	0.8	2	11	x
> CCCN(CCC)CCNC(=O)C1c2ccccc2C(=O)N2CCc3ccccc3C12 (stereo not drawn)
→ -15	-3	1631	2	2	-0.6	-2	0.0	-25	0	-0.003
> CCn1c(NC(=O)c2cccs2)nc2ccccc21
→ 22	1	1443	-9	4	2.4	-1	1.8	-24	20	x
> COc1cc2c(cc1OC)C(c1cc3cc4c(cc3[nH]c1=O)OCO4)N(C(=O)C(C)C)CC2 (stereo not drawn)
→ x	-2	1442	-9	-8	0.6	0	7.6	-59	-8	0.12
> CCc1nc(-c2ccc(OC)c(OC)c2)cc2cc(OC)c(OC)cc12
→ 2	-1	1617	-4	2	-0.2	-9	0.6	15	27	x
> CCOc1ccc(CCNC(=O)COC(=O)c2cc(OC)c(OC)c(OC)c2)cc1OCC
→ -10	2	1681	5	4	-1.7	16	1.7	-28	3	1.3
> Cc1ccccc1NC(=O)CSc1nc(N2CCCCC2)nc(N2CCCCC2)n1
→ x	-4	1540	-6	5	-2.9	10	0.9	2	-4	0.91
> COc1cc(NC(=O)c2cc3sccc3n2C)cc(OC)c1
→ -11	-2	1535	5	-4	0.8	-9	3.3	-2	5	x
> CCC(C)[C@H](N)c1nnc(SCc2cccc(F)c2)o1 (stereo partly drawn)
→ -14	-8	1432	-4	-2	0.9	0	1.1	3	-4	x
> N#Cc1c(NC(=O)c2ccccc2)sc2c1CCC2
→ x	-2	1634	5	3	0.0	-1	4.3	6	-3	0.17
> Cc1cnc(C(=O)OCC(=O)Nc2ccc(C)c(S(=O)(=O)N3CCCCC3)c2)cn1
→ -3	-2	1472	-1	-1	0.8	-5	3.1	11	0	x
> CC1(C)CC(=O)C(C(C2=C(O)CC(C)(C)CC2=O)c2ccc(Br)s2)C(=O)C1 (stereo not drawn)
→ -12	6	1677	1	9	-0.2	7	-0.6	7	45	0.19
> O=C(Cn1nnc(-c2ccccc2)n1)c1ccccc1
→ 7	0	1413	-1	-5	-2.4	-8	0.7	23	22	x
> N#CCSCC(=O)Nc1ccc(Cl)cc1
→ x	2	1482	-2	3	1.2	2	1.8	12	14	x
> COCCN(C(=O)CSc1nc2nc(C)cc(C)n2n1)c1c(N)n(Cc2ccccc2)c(=O)[nH]c1=O
→ 7	-6	1694	5	8	-0.5	-2	0.4	-2	0	x
> c1cncc(-c2nc(-c3ccco3)cs2)c1
→ 13	-1	1317	2	3	-0.9	0	-0.9	-3	-2	x
> CCC(C)NC(=O)c1ccc(C2SCC(=O)N2Cc2ccccc2)cc1 (stereo not drawn)
→ 12	1	1779	5	16	-0.4	2	2.8	2	7	x
> Cc1ccc(C2OC34CCCCCC3C(C#N)(C(=N)O4)C2(C#N)C#N)cc1 (stereo not drawn)
→ -9	-4	1332	2	-12	0.0	4	0.8	-3	-1	0.59
> COC(=O)c1cc2c(ccn2-c2ccc(F)cc2)n1Cc1ccc(OC(C)=O)cc1
→ 0	-7	1484	-1	2	0.7	-7	7.0	5	93*	-0.014
> CCCC(C(=O)NCc1ccco1)N(C(=O)CNS(=O)(=O)c1ccc(Cl)cc1)C1CCCC1 (stereo not drawn)
→ 0	-4	1451	-1	6	0.6	9	0.6	6	67*	x
> O=C(C[n+]1ccc(C(=O)N/N=C/c2ccc(Cl)cc2Cl)cc1)c1ccccc1
→ x	1	1479	4	7	0.1	-2	1.4	14	-1	-1.1
> CCc1nnc(NC(=O)CCC(=O)NCCc2ccc(OC)c(OC)c2)s1
→ -1	2	1568	0	0	0.2	9	1.5	-38	61*	0.13
> CC1(C)CC(=O)C2=C(C1)N(Cc1cccnc1)C(=O)C2(NC(=O)c1cccnc1)C(F)(F)F (stereo not drawn)
→ x	-2	1589	-2	-7	0.3	7	0.4	2	-3	x
> COc1cccc(CN(C)C(=O)c2cc(COc3c(F)cccc3F)on2)c1
→ 7	-4	1445	3	8	-1.0	-1	0.8	-7	5	0.72
> COc1cc(NC(=O)CN2C(=O)CN(C)C2=O)c(C)cc1[N+](=O)[O-]
→ -13	-3	1354	-2	-3	-2.1	-3	1.2	-9	1	-0.26
> Cc1ncsc1CCSc1n[nH]c(=O)n1-c1ccccc1
→ 1	-1	1311	3	-4	2.4	-6	1.7	0	3	x
> CSc1nc2ccc(NS(=O)(=O)c3ccc4c(c3)OCCO4)cc2s1
→ x	-6	1464	-6	5	-0.3	-6	0.6	11	-4	x
